Screens deposited in PubChem by NCI.
All columns: NCI-60 one-dose screen, growth in % after 48 h at 10 µM unless noted; 100 = growth as untreated, 0 = no growth, -100 = all killed.
SR – SR leukemia cells. 8.7% of 73,000 active. AID 1794780
MOLT-4 – MOLT-4 leukemia cells | 6.9% of 80,000 active
MDA-MB-231 – MDA-MB-231 breast cancer; 5% of 81,000 active
T-47D – T-47D breast cancer | 5% of 79,000 active
MDA-MB-468 – MDA-MB-468 breast cancer; 8.5% of 78,000 active; AID 2202374
BT-549 – BT-549 breast cancer. 4.4% of 78,000 active
K-562 – K-562 leukemia; 7.4% of 78,000 active; AID 1794777
MCF7 – MCF7 breast cancer; 6.3% of 82,000 active
Starred values were filed as active, the others as inactive; x = not tested or not shown; & = joins results of further samples; ! = not confirmed by another sample. The calls were made as follows: active = growth percent below 10; inactive = the rest.

Molecule	BT-549	MDA-MB-231	SR	MDA-MB-468	T-47D	K-562	MOLT-4	MCF7
[2H]c1nc(=Nc2cc(NC(=O)C=C)c(N(C)CCN(C)C)cc2OC)[nH]c(-c2cn(C([2H])([2H])[2H])c3ccccc23)c1[2H]	63	54	-14*	-9.5*	33	-18*	13	23
O=C(O)Cc1ccc(O)c(O)c1	88	99	x	86	83	102	99	91
Clc1ccc(CNc2ccccn2)cc1	104	109	95	96	93	105	101	91
O=c1c2cc(F)ccc2sc2c(Nc3ccccn3)nc3ccccc3c12	93	75	x	83	83	92	82	68
O=C1CCC(=O)N1C(=O)c1ccc(Cl)cc1	102	106	89	100	95	92	98	95
COc1ccc(CNC2CCCCC2)cc1OC	107	92	103	93	108	111	105	102
Fc1ccc(C2=NCc3nccn3C(=C(Cl)Cl)N2)cc1	105	94	135	108	93	107	107	97
CC(=O)OC1(C(C)=O)CCC2C3CCC4=C(C)C(=O)CCC4(C)C3CCC21C (stereo not drawn)	110	97	119	x	100	124	128	97
CCOC(=O)c1c(-c2ccccc2)csc1NC(=O)c1ccccc1	95	121	x	86	76	84	91	101
O=c1[nH]c(=S)[nH]c2nc(/C=C/c3ccccc3)c(/C=C/c3ccccc3)nc12	99	103	105	95	91	101	101	85
CCOC(=O)c1ccc(NC(=S)NC(=O)c2ccc(NC(=O)C(C)C)cc2)cc1	73	88	83	72	72	77	79	76
O=C(Nc1ncc([N+](=O)[O-])s1)c1c(-c2ccccc2)noc1CO	111	93	101	93	96	92	95	87
COCCNC(=O)c1cccc(NC(=O)c2ccco2)c1	116	111	98	91	107	103	102	90
CCCCNc1ccc(C#N)c(OCCN(CC)CC)c1	98	99	94	90	104	86	88	94
COc1ccccc1[C@H]1c2[nH]c3ccccc3c2C[C@H]2C(=O)N(CCCCCCC(=O)NO)CC(=O)N12	68	66	19	x	18	11	11	38
O=C(Sc1nnc(-c2sc3nnc(-c4ccccc4)c(-c4ccccc4)c3c2O)o1)c1ccccc1	99	104	83	100	105	x	92	91
COc1cc(OC)c2c(c1)O[C@@]1(OC)[C@H](c3ccccc3)C[C@@H](O)[C@@]21O	100	100	104	106	94	101	95	93
CCOc1cc(/C=N/N2CCCCCC2)ccc1O	87	88	96	117	103	97	80	91
Cc1nc(NCCCOC(C)C)c2cnn(-c3ccccc3)c2n1	103	93	102	104	83	79	x	92
O=C(CSc1cc[n+](CCCO)c2ccccc12)n1ccc2ccccc21	x	90	85	93	88	96	92	86

Looked up above.
[2H]c1nc(=Nc2cc(NC(=O)C=C)c(N(C)CCN(C)C)cc2OC)[nH]c(-c2cn(C([2H])([2H])[2H])c3ccccc23)c1[2H] – MDA-MB-231 = 54
CC(=O)OC1(C(C)=O)CCC2C3CCC4=C(C)C(=O)CCC4(C)C3CCC21C (stereo not drawn) – BT-549 = 110
CCOC(=O)c1c(-c2ccccc2)csc1NC(=O)c1ccccc1 – K-562 = 84
O=C(Sc1nnc(-c2sc3nnc(-c4ccccc4)c(-c4ccccc4)c3c2O)o1)c1ccccc1 – BT-549 = 99
Fc1ccc(C2=NCc3nccn3C(=C(Cl)Cl)N2)cc1 – MCF7 = 97

Following part:
Molecule	BT-549	MDA-MB-231	SR	MDA-MB-468	T-47D	K-562	MOLT-4	MCF7
C#C[C@]1(O)CC[C@H]2[C@@H]3CC=C4c5sc(Nc6cc(C)cc(C)c6)nc5CC[C@]4(C)[C@H]3CC[C@@]21C	-4.7*	34	12	-11*	34	0.4*	0.9*	-52*
CC(C)(C)n1cc(-c2ccnc(NCCCNS(=O)(=O)c3ccc(F)cc3)n2)c(-c2ccc(F)c(O)c2)n1	110	107	90	93	69	63	78	91
O=C(N/N=C/c1ccc(Br)cc1)c1ccc(Cc2n[nH]c(=O)c3cccnc23)cc1	97	97	122	86	96	108	109	93
CC(=O)OCC1OC(COC(C)=O)(c2ccc(C)cc2)C(OC(C)=O)C1OC(C)=O (stereo not drawn)	112	95	x	119	x	x	113	104
NS(=O)(=O)c1ccc(NC(=O)Nc2nncs2)cc1	106	103	117	117	98	95	120	100
CCCCCCCCCCCCCCCCCCOP(=O)([O-])OC1CC[N+](C)(C)CC1	-15*!	-10*!	-3.3*	0.0*	2.5*	21&30	-50*	18&38
O=C1NN=C2CCCCCCC12 (stereo not drawn)	109	119	119	90	99	100	87	101
COc1ccc(C2=NOC(CC(=O)N3CC(C)OC(C)C3)C2)cc1OC1CCCC1 (stereo not drawn)	89	98	102	116	x	103	111	95
COc1ccc(-c2nn(-c3ccc(NC(=O)c4ccc(Cl)c(Cl)c4)cc3)cc2-c2ccncc2)cc1Cl	43	-16*	27	47	65	5.9*	14	32
COc1ccc2nc3sc(C(=O)Nc4ccc(C(=O)/C=C/c5ccc(Cl)cc5)cc4)cc3cc2c1	107	99	104	103	97	98	95	88
COc1ccc(/C=C/C(=O)c2ccc(NC(=O)CSc3nnc(-c4cc(-c5ccccc5)nc5ccccc45)n3-c3ccccc3)cc2)cc1	96	87	80	97	80	89	80	94
COC(=O)[C@H](C)NC(=O)[C@@H](OC)[C@@H]1Cc2cc3cc(OC4CC(OC5CC(O)C(O)C(C)O5)C(O)C(C)O4)c(C)c(O)c3c(O)c2C(=O)[C@H]1OC1CC(OC2CC(OC3CC(C)(O)C(O)C(C)O3)C(O)C(C)O2)C(O)C(C)O1 (stereo partly drawn)	-32*	18	7.8*	-36*	3.0*	7.1*	1.0*	8.5*
NC(=S)C(=S)N=Cc1c(N)[nH]n(-c2ccccc2)c1=O	99	90	85	87	96	95	93	89
Clc1ccc(N/N=C(/c2ccccc2)c2ccccn2)nc1	55	31	26	4.1*	x	15	6.8*	-1.3*
O=C(CSc1nnc(COc2cnc3ccccc3n2)o1)Nc1ccc(Cl)c(Cl)c1	99	89	x	101	88	88	86	78
C=C1CCCCC1O (stereo not drawn)	104	103	111	100	104	103	100	91
Cc1cccc(CC(=O)c2ccccc2)n1	111	89	94	93	94	82	90	92
C(=N\N1CCCCCC1)/c1ccc(/C=N/N2CCCCCC2)cc1	x	108	113	79	90	99	136	99
Cc1nc2sccn2c1-c1csc(Nc2ccccc2Cl)n1	41	66	x	19	41	13	17	34
CCOC(=O)n1c(-c2c(N)n[nH]c2N)nc2ccccc21	85	98	105	74	94	115	109	75
CC(=O)OC[C@@H]1O[C@H](n2cc(COc3ccc(C=O)cc3)nn2)[C@@H](OC(C)=O)[C@H](OC(C)=O)[C@H]1OC(C)=O	107	111	91	110	94	86	98	92
Cc1cccc2c1ccc1cc(C(C)C)ccc12	92	88	96	103	96	95	88	88
COc1cc(C=C2C(=O)NC(=O)NC2=O)cc(CN2CCN(C)CC2)c1O	113	97	104	116	99	107	105	102
CC(C)N(C)CCOC(=O)C(c1ccccc1)C1CCCC1 (stereo not drawn)	106	99	101	83	97	97	94	97
CCC(=O)O/N=C(\Cn1ccnc1)c1ccc(Cl)cc1	96	99	95	104	103	88	86	95
CC(=O)[C@@H]1CC[C@]2(C(N)=O)CC[C@]3(C)[C@H](CC[C@@H]4[C@@]5(C)CCCNC(C)(C)[C@@H]5CC[C@]43C)[C@@H]12	87	106	44	82	94	x	60	72
CCN(CC)CCOC(=O)c1cccnc1	105	105	x	95	97	93	94	95
COc1cc(CNC(=O)/C=C/c2ccc3c(c2)OCO3)ccc1OCc1cn(-c2ccc(C#N)cc2)nn1	72	x	65	67	78	72	66	73
CCN1C(=S)N(c2ccccc2)C2N=C(SC)N(/N=C/C=C/c3ccccc3OC)C21 (stereo not drawn)	98	95	66	135	78	78	78	94
CCCCCCCC1CC(=O)OC1=O (stereo not drawn)	x	97	92	111	x	101	109	98
COc1ccc(NCCCCN2C(=O)c3ccccc3OC=C2c2ccccc2)cc1	69	96	83	86	68	63	65	84
CC(=O)OCC1SC(OC(C)=O)C(NC(=O)/C=C/CCl)C(OC(C)=O)C1OC(C)=O (stereo not drawn)	105	102	86	98	91	92	88	86
CCOC(OCC)C(=O)C(C#N)c1ccc(C#N)cc1 (stereo not drawn)	116	103	102	94	97	114	107	114
COc1cccc(-c2cc(C(=O)O)c3cc4ccccc4cc3n2)c1OC	94	111	88	x	101	94	91	109
Cc1ccc(/C=C\C(=O)c2ccccc2)cc1	x	104	30	97	80	69	72	28
CCc1c(C(=O)Nc2nc3ccccc3s2)nnn1-c1ccccc1F	86	94	76	81	64	68	82	88
COc1ccc(/C(C)=N/NC(=O)COc2ccc3c(C)c(Cc4ccccc4)c(=O)oc3c2C)cc1OC	108	106	94	107	98	97	101	93
CCCCCCCCCCCCCCCCCCOc1ccccc1CC(=O)OCC[N+](CC)(CC)CC	76	-17*	x	x	24	6.7*	13	13
O=C(/C=C/C(=O)c1ccccc1)c1ccccc1	x	110	71	107	92	42	79	75
Cc1ccc([I+]c2ccc(C)cc2)cc1	x	88	36	39	58	34	69	50
Oc1ccccc1-c1nc2c(n1-c1ccccc1)-c1cccc3cccc-2c13	91	74	84	69	43	84	79	48
CC1(C)C[C@@H]2C[C@@](C)(CN2S(=O)(=O)c2ccc(C(=O)Nc3ccc(Cl)c(S(=O)(=O)N4CCOCC4)c3)cc2)C1	33	65	47	13	30	38	43	30
CCC(C)(C)C(=O)CC(=O)C(C)(C)CC	107	121	107	94	101	114	111	100
CC12CCC(C(NC(=S)NN)C1=O)C2(C)C (stereo not drawn)	111	120	88	112	97	107	93	105
O=C(NNc1ccc([N+](=O)[O-])cn1)Nc1cccc([N+](=O)[O-])c1	101	112	97	x	99	106	107	89
O=C(CBr)c1ccc(F)c2ccccc12	109	100	75	98	95	99	88	88
O=C(c1ccccc1)C(Cc1ccccc1)c1ccccc1 (stereo not drawn)	104	97	111	109	86	100	101	94
Cc1ccc(S(=O)(=O)NCCSc2nc(-c3ccc(F)cc3)c(C#N)c(=O)[nH]2)cc1	110	103	104	112	95	95	104	98
COc1cccc2nc(Nc3cccc(NC(=O)c4ccc(CN5CCN(C)CC5)c(C(F)(F)F)c4)c3)ccc12	-94*	-98*	-36*	-97*	-76*	2.5*	-39*	-79*
CC1=C(Nc2ccccc2)C(=O)OC1C (stereo not drawn)	97	102	93	39	74	61	95	73
O=c1[nH]c2ccc(Cl)cc2cc1CSc1ccccc1Nc1nccc(-c2ccc(C(F)(F)F)cc2)n1	99	73	54	73	80	65	60	44
COc1cc(/C=C2\SC(=S)N(NC(=O)CSc3nnc(Cc4ccccc4Nc4c(Cl)cccc4Cl)n3-c3ccccc3)C2=O)cc(OC)c1	95	91	125	105	98	97	99	93
C[N+](C)(C)N	111	111	96	116	105	102	104	104
Clc1ncn[nH]1	105	112	94	x	99	105	105	90
COc1cc(NC(=O)c2ccccc2)c(OC)cc1N	x	93	142	103	91	130	132	91
COc1cc(-c2cc(-c3ccc(Cl)cc3)[nH]c(=S)c2C#N)cc(OC)c1OC	91	67	87	84	71	75	76	80
O=C(Cc1ccccc1Nc1c(Cl)cccc1Cl)NN1C(=O)/C(=C/c2ccc(Br)cc2)SC1=S	105	103	132	97	107	100	107	100
N#C/C(=C\NCc1ccc2c(c1)OCO2)S(=O)(=O)c1ccccc1	102	104	x	109	105	112	112	105
COc1ccc2[nH]cc(/C=N/Nc3nc4ccccc4s3)c2c1	59	67	46	41	2.2*	24	36	23
O=S(=O)(O)CCI	x	104	116	92	99	112	120	98

Given with two lines to a compound: part of the list above.
Fields – BT-549, MDA-MB-231, SR, MDA-MB-468, T-47D, K-562, MOLT-4, MCF7
- CC1=C(Nc2ccccc2)C(=O)OC1C (stereo not drawn)
  97, 102, 93, 39, 74, 61, 95, 73
- O=c1[nH]c2ccc(Cl)cc2cc1CSc1ccccc1Nc1nccc(-c2ccc(C(F)(F)F)cc2)n1
  99, 73, 54, 73, 80, 65, 60, 44
- COc1cc(/C=C2\SC(=S)N(NC(=O)CSc3nnc(Cc4ccccc4Nc4c(Cl)cccc4Cl)n3-c3ccccc3)C2=O)cc(OC)c1
  95, 91, 125, 105, 98, 97, 99, 93
- C[N+](C)(C)N
  111, 111, 96, 116, 105, 102, 104, 104

Remaining list, next part.
Molecule	BT-549	MDA-MB-231	SR	MDA-MB-468	T-47D	K-562	MOLT-4	MCF7
COC1=CC(CO[Si](C)(C)C)=CC2C(O)c3ccccc3N3C(=O)COC123 (stereo not drawn)	100	91	89	115	96	97	101	93
CC(C)(C)Nc1nc2c(OCCc3ccccc3)cccn2c1-c1cccc(F)c1	12	-41*	-0.9*	-31*	5.2*	1.6*	-0.5*	-13*
COc1ccccc1Sc1nnc(/N=C2\C(=O)Nc3ccc(F)cc32)s1	127	81	92	88	63	97	94	72
Brc1ccc(-c2cc(-c3ccc4c(c3)OC=CO4)n[nH]2)s1	91	91	55	-13*	49	31	73	21
COc1cccc(-c2nn(-c3ccccc3)cc2-c2ccnc(NCCNS(=O)(=O)c3cccc4ccccc34)c2)c1	85	66	29	48	34	34	40	44
c1ccc(-c2c3c(cn2CCN2CCCC2)-c2oncc2CC3)cc1	107	99	111	105	x	110	111	94
Cc1nc2sccn2c1/C=N/N1CCNC1=O	75	92	x	x	96	x	x	94
COc1ccc2oc3c(ccc[n+]3C)c(=O)c2c1	103	110	119	x	86	99	103	100
Cc1c(/C=C/C(=O)c2ccc3ccccc3c2)[n+]([O-])c2cc(F)ccc2[n+]1[O-]	96	94	97	107	94	85	85	90
Nc1[nH]c2cc(Cl)ccc2c(=O)c1-c1ccccc1	81	84	136	x	98	94	120	108
O=C(NCCCNc1nccc(-c2c(-c3cccc(F)c3)nc3sccn23)n1)c1ccc(Cl)cc1	95	93	x	61	60	65	86	84
O=C(CCN1C(=O)CCC1=O)Nc1nccs1	95	100	103	103	96	96	104	100
